CRFBP-R2 block = antagonists of CRF-binding protein/CRF-R2 receptor complex; AID 588475; inhibition, % at 11.8 µM; actives 0.59% (n = 350,000); HEK293 CRF-R2/CRF-BP, CRF-induced calcium fluorescence;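 active means inhibition of the ligand-induced calcium signal above about 50% at the single tested concentration, limit read from the data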
IDE cell activ = activators of human insulin-degrading enzyme in cells. HEK cells, FAbeta-B cleavage, fluorescence polarization; 0% vehicle, 100% cell-free pure enzyme wells. actives 0.073% (n = 340,000). activation, % at 5.96 µM;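 active means activation above the mean of all tested compounds plus 3 SD, set per screening campaign, cut at about 17% in these data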
IMP-1 inhibitor = blocks Pseudomonas aeruginosa IMP-1 metallo-beta-lactamase | purified IMP-1, nitrocefin hydrolysis, epi-absorbance fluorescence | inhibition, % at 5.6 µM | actives 0.45% (n = 290,000) | AID 1556;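 active means inhibition above the mean plus 3 SD of all compounds in the same screening run, cut at about 4.5% in these data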;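 further: 0% = IMP-1 with DMSO and 100% = DMSO wells lacking enzyme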
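System: Purified IMP-1 | Read-out basis: Percent enzyme inhibition | Controls: IMP-1 with DMSO as 0%, enzyme-free DMSO as 100% | Replicates: One well per compound | Doses: 5.6 µM nominal single concentration | Detection: Epi-absorbance fluorescence, 480 nm excitation, 530 nm emission | Incubation: 25 °C, 15 min preincubation, 25 min reaction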
IDE cell inh = cellular human IDE inhibition; P14735; actives 0.41% (n = 320,000); HEK cells, FAbetaB cleavage, fluorescence polarization; inhibition, % at 5.59 µM;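 active means percent inhibition above the average of all tested compounds plus 3 SD, set per screening campaign, cut at about 16% in these data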;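 further: IDE supplied by intact live HEK cells; FP after avidin binding of uncleaved biotin substrate so inhibition keeps polarization high; 0% = DMSO wells and 100% = 60 µM reference IDE inhibitor Ii1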
HCV NS3 hel inh = HCV NS3 helicase inhibition; actives 0.56% (n = 290,000); NS3 helicase DNA unwinding, Cy5 molecular beacon fluorescence; AID 1800; inhibition, % at 10.9 µM;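 active means inhibition above the mean of all tested compounds plus 3 SD, set per campaign, cut at about 35% in these data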;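 further: 0% = DMSO wells and 100% = thioflavine S control wells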
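test system = hepatitis C virus NS3 helicase domain fragment enzyme | reagent = annealed dual-labelled DNA beacon duplex, ATP-started | times = 1 h at 25 °C | detection = Cy5 fluorescence, 0 and 60 min reads | read-out basis = percent inhibition from t60/t0 fluorescence ratio | control set = DMSO and thioflavine S | replication = one well per compound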
p-CIP stab down = p/CIP protein destabilization | Q05BA5 | F442A p/CIP-EGFP cells, EGFP fluorescence, 16 h | decrease of EGFP signal, % at 10 µM | actives 0.01% (n = 290,000);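 active means EGFP signal decrease of at least 30% at 10 µM or well 3 SD below plate mean, unless failing retest; inactive means the rest, including hits failing retest or dose response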; further: some compounds called inactive have numbers as strong as hits; many of its hits are not listed in these tables
SUMO HTRF inh = blocks human SUMOylation mediated by UBC9; P63279; HTRF SUMOylation assay, SAE1/SAE2 + UBC9, in vitro; inhibition, % at 35 µM; actives 0.36% (n = 290,000); AID 2006; in the data active means inhibition above about 50%, passing the limit was not always enough; further: strong numbers were not always called active
Target sequence (P63279 whole entry, looked up): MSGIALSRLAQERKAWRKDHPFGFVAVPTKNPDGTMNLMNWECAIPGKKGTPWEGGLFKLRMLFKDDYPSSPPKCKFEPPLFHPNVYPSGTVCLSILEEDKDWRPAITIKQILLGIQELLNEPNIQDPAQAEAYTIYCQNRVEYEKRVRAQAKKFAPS
GalR3 antagonist = antagonists of human GalR3; HEK293 GalR3-CNG cAMP membrane potential fluorescence; galR3 body fused to GalR1 C-terminus; inhibition, % at 3 µM; actives 0.44% (n = 360,000);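 active means inhibition above the screen-wide average plus 3 SD, cut at about 13% in these data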;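 further: forskolin and galanin both at EC90 stimulate the cells; cAMP rise reported by CNG channel membrane potential dye signal; 0% = forskolin plus galanin with DMSO and 100% = forskolin alone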
Target sequence (O60755 1-299 limits assumed): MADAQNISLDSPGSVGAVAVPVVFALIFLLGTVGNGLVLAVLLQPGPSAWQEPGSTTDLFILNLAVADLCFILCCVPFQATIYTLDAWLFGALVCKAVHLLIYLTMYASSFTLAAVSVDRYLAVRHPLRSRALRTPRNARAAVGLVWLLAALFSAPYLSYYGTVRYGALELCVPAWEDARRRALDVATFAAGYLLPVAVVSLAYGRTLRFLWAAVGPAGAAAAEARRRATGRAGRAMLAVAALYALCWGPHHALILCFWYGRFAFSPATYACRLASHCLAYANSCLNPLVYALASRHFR
VIM-2 inh = blocks Pseudomonas aeruginosa VIM-2 metallo-beta-lactamase. actives 0.89% (n = 290,000). inhibition, % at 5.6 µM. purified VIM-2, nitrocefin hydrolysis, epi-absorbance fluorescence;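 active means inhibition above the mean of all tested compounds plus 3 SD, cutoff set per screening run, cut at about 7.5% in these data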;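 further: red hydrolysis product quenches plate fluorescence so inhibitors raise well fluorescence; 0% = enzyme with DMSO and 100% = DMSO without enzyme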
An asterisk follows results filed as active; / = no result given.

The line under a structure holds: CRFBP-R2 block	IDE cell activ	IMP-1 inhibitor	IDE cell inh	HCV NS3 hel inh	p-CIP stab down	SUMO HTRF inh	GalR3 antagonist	VIM-2 inh
CCC1C/C(=C/c2cccs2)C(=O)/C(=C/c2cccs2)C1 (centres undefined)
    -26	1	2.1	0	44*	-3	48	-10	-0.9
CC(C)(C)C(=O)NC(=S)NNC(=O)c1ccc(Cl)cc1Cl
    -15	9	-3.4	1	8	-12	-75	16*	-2.6
CN(C(=O)COC(=O)Cc1ccc(Cl)cc1)C1CCCCC1
    7	1	/	-1	/	/	/	-4	/
Cc1cc(C(=O)NNC(=S)NCc2ccccc2)cs1
    12	-2	-2.5	-1	-3	0	13	-2	-5.0
CCCCCCC(C)n1cc(C(C)=O)c(=O)n(C)c1=O (centres undefined)
    11	-5	-2.0	2	-9	-15	-6	-3	-5.2
Cc1cccc(NC(=O)CCc2ccc(S(=O)(=O)NC3CCCCC3)cc2)c1
    -26	0	-4.5	-1	0	2	-1	0	-1.1
CC1CCN(C(=O)CSc2nnc(-c3cccs3)o2)CC1
    -1	0	-5.0	3	11	3	9	-6	-2.2
Cc1ccc(S(=O)(=O)N2CCC(C)CC2)cc1C(=O)NCCN1CCOCC1
    -8	1	-0.1	-4	6	-7	3	-4	-3.0
COc1cc2c3c(c1OC)C1(C=CC(=O)C=C1)CC3N(C(=O)c1ccccc1)CC2 (centres undefined)
    -12	-1	-3.2	-2	7	-11	23	-4	-5.2
CN(Cc1ccc(OC(F)F)cc1)C(=O)c1ccc2nccnc2c1
    5	4	-4.4	7	-4	9	0	-4	-2.0
CCOc1ccc(NC(=O)c2ccc(OCC3CCCO3)cc2)cc1S(=O)(=O)N(CC)CC (centres undefined)
    28	-1	/	1	/	/	/	-6	/
COc1ccccc1N(CC(=O)NCCSCc1ccccc1)S(=O)(=O)c1ccc(C)cc1
    9	2	-0.6	-3	-13	6	-6	-7	-1.1
CN(Cc1ccccc1)S(=O)(=O)c1cccs1
    21	0	-2.0	5	10	0	12	-3	-1.5
COc1cc(C)nc(NS(=O)(=O)c2ccc(C)cc2)n1
    -3	0	-1.4	-2	-8	1	3	-5	-0.9
Cc1ccc(S(=O)(=O)N(C)c2ccccc2C(=O)NC2CCCC2)cc1
    -7	3	-2.7	-8	-4	-4	7	-4	0.2
COc1ccc2c(c1)c(CC(=O)O)c(C)n2C(=O)c1ccc(Cl)cc1
    -7	8	0.8	-1	14	-3	11	-4	-2.2
CN1c2ccccc2-c2nc3ccccc3n2C1c1ccncc1 (centres undefined)
    -6	2	-0.1	-1	-11	3	5	-4	0.0
COc1ccc(OCC(=O)Nc2cc(-c3nn4c(C)nnc4s3)ccc2C)cc1
    2	1	-4.0	1	12	-17	0	1	-2.7
Cc1ccccc1C(=O)N1CCC(C(=O)Nc2ccc(S(=O)(=O)N3CCOCC3)cc2)CC1
    -2	0	/	2	/	/	/	-5	/
COC(=O)c1ccc(OC(=O)c2cccs2)cc1
    -4	-1	-5.9	4	5	-5	3	-3	-2.1
COc1ccc(OC)c(N=C2C(=O)Nc3ccccc32)c1
    -4	1	-3.3	6	4	-11	4	-6	-1.7
COc1nc(OC/C(N)=N/O)nc(N2CCOCC2)n1
    -2	-3	-1.1	-3	-4	0	13	-2	-1.3
COc1cc(/C=C/C(=O)O)ccc1OS(=O)(=O)c1ccc(C)cc1
    -35	1	-3.6	2	8	21	9	-5	1.4
CC(=O)NC(Cc1cccc(C)c1)C(=O)NC1CCN(C(=O)c2ccc([N+](=O)[O-])cc2)CC1 (centres undefined)
    3	-5	-3.4	0	7	0	-12	-3	-2.3
O=C(NCc1ccccc1C(F)(F)F)C1CCC(=O)N(CCCc2ccccc2)C1 (centres undefined)
    -1	-1	-0.7	-1	-15	1	-10	-3	1.3
Cc1ccc(C(=O)OC(C)C(=O)Nc2ccc3c(c2)OCO3)c(O)c1 (centres undefined)
    4	-2	/	0	/	/	/	-4	/
COc1ccc(C(=O)NC2CCCc3c2cnn3-c2cccc(C)c2C)o1 (centres undefined)
    6	5	0.0	3	0	-8	/	-2	-1.5
Cc1cc(Cl)cc(Br)c1OCCNCC(C)O (centres undefined)
    15	2	-4.4	-1	-5	-7	-5	3	-0.9
CCN1CCN(c2nc(Nc3ccccc3F)nc(N)c2[N+](=O)[O-])CC1
    -7	4	-1.9	-5	-6	3	-1	-1	-0.4
COc1ccc(NS(=O)(=O)c2cccc(C(=O)OCC(=O)c3c(N)n(C)c(=O)n(C)c3=O)c2)cc1
    -27	0	/	-1	/	/	/	-4	/
O=C(Nc1c2c(nn1-c1cccc(Cl)c1)CS(=O)C2)c1ccc2c(c1)OCO2 (centres undefined)
    -11	2	-1.8	6	-1	-3	5	-2	-2.0
Cc1nn(-c2ccc(Cl)c(Cl)c2)c(C)c1C(=O)O
    -46	1	-3.2	1	3	-2	-7	-1	-2.6
COc1cccc(-c2nn(-c3ccccc3)cc2C(=O)NCC(=O)O)c1
    -4	1	-0.8	0	0	-3	1	1	-3.7
CC(=O)NC(CC(=O)Oc1ccc(C)cc1Br)c1ccccc1 (centres undefined)
    8	5	-1.4	/	1	-2	-5	2	0.5
CC[C@@]1(C(=O)OC)N[C@H](CN(C)S(=O)(=O)c2ccccc2)[C@@H]2C(=O)N(C)C(=O)[C@@H]21
    -1	7	/	2	/	/	/	-6	/
O=C(CN(C(=O)c1csnn1)c1ccc(Cl)cc1)NCCc1ccccc1
    -25	-1	-2.3	1	17	-11	-1	-9	-2.1
Cc1cccc(-n2c(O)c(C=Nc3ccccc3N)c(=O)[nH]c2=O)c1
    -3	-2	-1.4	1	4	-2	-6	-4	-0.7
C=CCCN(C(CC(C)C)C(=O)OC)S(=O)(=O)c1ccccc1Br (centres undefined)
    7	2	/	0	/	2	-16	-6	/
CCN1CCCC1CNC(=O)c1cc(OC)c(OC)c(OC)c1 (centres undefined)
    -6	4	-2.1	2	-7	-7	12	-7	-3.5
COc1ccc(Cl)cc1NC(=O)Nc1cccc([N+](=O)[O-])c1C
    -15	0	-3.0	-1	6	3	-26	-1	0.7
O=C(C1CCCO1)N1CCN(c2ccc(F)cc2)CC1 (centres undefined)
    2	-1	-2.8	-3	-3	-7	-5	3	1.6
COc1ccc(CCNC(=O)c2nnc(CS(=O)(=O)c3ccccc3)o2)cc1OC
    -36	1	-4.1	-5	-1	-10	12	/	-3.9
c1ccc(-n2cc(CNCCc3cscn3)c(-c3ccc4c(c3)OCO4)n2)cc1
    -53	4	0.4	2	-59	-1	8	-5	-1.7
CC(=O)c1ccc(S(=O)(=O)Nc2ccc(C(=O)NCCCn3ccnc3)cc2)cc1
    4	8	/	-5	/	/	/	-1	/
CS(=O)(=O)N1CCC(C(=O)Nc2cc(C(F)(F)F)ccc2Cl)CC1
    4	-3	-1.1	-1	-13	6	1	-3	-1.4
C#CCOC(=O)C[N+](C)(C)CC#Cc1ccccc1
    -3	0	-2.2	10	-4	2	-5	-4	-1.3
COc1ccc(N2CCN(C(=O)CCC(=O)N3CCOc4ccc(Cl)cc43)CC2)cc1
    3	-4	-4.1	4	-16	8	0	/	-2.8
Cc1ccc(C)c2c1cc(C)c1nnc(SCC(=O)c3cccs3)n12
    -11	-1	-3.9	6	7	6	-2	-5	-1.1
COc1ccc(-c2ccc(-c3nnc(Cc4ccc(OC)c(OC)c4)o3)cc2)cc1
    -11	0	-2.3	7	-7	-7	4	-4	-2.1
Cc1ccc2c(c1)N(CCC(=O)NCCCOC(C)C)C(=O)C(C)O2 (centres undefined)
    0	-3	-3.2	1	-15	-8	19	2	-1.1
Cc1cc(C(=O)N/N=C/C=C/c2ccccc2)n[nH]1
    1	2	-4.0	-6	8	4	8	-4	-4.8
COCCCNC(=O)Cn1nnc(-c2ccc(NC(=O)c3cccnc3)cc2)n1
    /	/	-1.7	1	3	-1	1	/	0.9
Cc1cc(C)nc(-n2nc(C)cc2NC(=O)c2cccc(S(=O)(=O)N3CCOCC3)c2)n1
    4	4	-1.9	/	5	-1	-29	-2	0.0
O=C(Cc1cn(Cc2cccc(Cl)c2)c2ccccc12)N1CCCC1
    -11	0	0.0	-4	-4	7	18	-1	-2.8
Cc1ccc(C(C(=O)NCc2ccc(F)cc2)N(C(=O)c2csnn2)C2CC2)cc1 (centres undefined)
    -8	-1	-3.2	4	-2	-1	0	-9	-4.0
CCOC(=O)c1c(C)[nH]c(C(=O)Cn2c(=O)oc3ccccc32)c1C
    13	2	-3.6	1	10	6	24	0	-2.8
CCNC(=S)NNC(=O)Nc1ccccc1
    16	2	-0.8	0	-5	0	19	/	-3.9
COc1ccc(OC)c([N+](=O)[O-])c1C(N)=O
    -9	-1	-2.5	4	2	-6	12	3	-1.2
COc1cccc(NC(=O)CSc2nc3c([nH]c4ccccc43)c(=O)n2C)c1
    16	2	-3.1	-5	6	-7	30	-2	-2.7
CNC(=S)N1CCn2cccc2C1c1cc(OC)c(OC)c(OC)c1 (centres undefined)
    0	6	-3.4	-2	-5	2	15	-2	-1.5

(more compounds)
The line under a structure holds: CRFBP-R2 block	IDE cell activ	IMP-1 inhibitor	IDE cell inh	HCV NS3 hel inh	p-CIP stab down	SUMO HTRF inh	GalR3 antagonist	VIM-2 inh
O=C(Nc1ccc(F)cc1F)C1CC(=O)N(Cc2ccccc2)C1 (centres undefined)
    -8	3	/	-8	/	/	/	-2	/
CSc1ccc(C(=O)C2CCCN(C(=O)c3ccc4c(c3)OCO4)C2)cc1 (centres undefined)
    4	3	-1.8	-1	-13	-4	14	-4	-1.8
CCN1CCN(c2ccc(S(=O)(=O)N3CCCCC3)cc2NC(=O)COc2ccc(Cl)c(C)c2)CC1
    -3	-4	-1.0	0	-48	14	-10	-4	-0.6
CCOC(=O)N1CCC(N2CCN(c3ccccc3)CC2)CC1
    13	2	-2.7	-3	-8	-2	15	-7	-0.8
CCOC(=O)c1nnn(-c2nonc2N)c1-c1cccc2ccccc12
    -14	2	-2.6	-2	-2	-11	5	-6	-2.8
CC(NC(=O)c1ccc(NC(=O)CC2SC(N3CCCC3)=NC2=O)cc1)c1ccccc1 (centres undefined)
    2	1	/	4	/	/	/	-6	/
CN1CCN(c2ccc(S(=O)(=O)N3CCCCC3)cc2NC(=O)Cc2ccccc2F)CC1
    -9	5	-2.1	-1	0	-3	5	-3	-2.7
CC(C)[C@H](NC(N)=O)C(=O)Nc1ccc(OCc2ccccc2)cc1
    0	1	-2.8	4	3	4	9	1	-1.2
Cc1ccc(N(CC(=O)Nc2ccc3c(c2)OCCO3)S(=O)(=O)c2c(C)noc2C)cc1
    2	3	-3.4	-4	-4	-1	-9	-2	-1.5
